Source: PubChem (several laboratories)
AGP1 TOR yeast – yeast TOR pathway AGP1-GFP modulation; actives 0.02% (n = 320,000); AID 2066; GFP response vs DMSO, % at 10 µM; S. cerevisiae AGP1-GFP multiplex flow cytometry, 3 h; GFP as percent of DMSO wells;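 active = GFP response relative to DMSO above a set limit, near screen average plus 3 SD, cut at about 150% in these data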;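 note: median GFP channel fluorescence of the gated AGP1 strain per well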
CIT2-GFP yeast – alters CIT2-GFP fluorescence in TOR pathway yeast screen; S. cerevisiae CIT2-GFP strain, flow cytometry, 3 h; 100 means same as DMSO wells; GFP response vs DMSO, % at 10 µM; actives 0.065% (n = 320,000);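 active = GFP response relative to DMSO above a set limit, near the screen mean plus 3 SD, cut at about 150% in these data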;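 note: ratio of well median GFP fluorescence to mean of DMSO wells on the plate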
Yeast superoxide – lowers age-related superoxide in aged yeast cells; S. cerevisiae aged cells, superoxide DHE fluorescence; hits give low values; superoxide response (% of plate mean), % at 10 µM; actives 0.18% (n = 330,000);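 active = superoxide response under a set limit, about three screen SD below normal, cut at about 65% in these data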;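 note: yeast aged for seven days with compound at 30 °C before DHE staining; 100% = average MFI of all compound-treated wells on the plate with controls excluded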
GRK2 inh – inhibitors of human GRK2 displacing RNA aptamer; inhibition of aptamer binding, % at 10 µM; P25098; bead flow cytometry, FAM-aptamer displacement from GRK2; actives 0.59% (n = 330,000); AID 488847;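 active = inhibition of aptamer binding above 40%, roughly 3 SD of noise, on plates passing a quality check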;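 note: median bead fluorescence of bound FAM aptamer so fluorescent compounds give negative values; no value below 0 was filed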
Bcl-xL primary – blocks human Bcl-xL binding to Bim BH3 peptide | Q07817 | GST-Bcl-xL / FITC-Bim BH3 peptide fluorescence polarization | inhibition, % at 10.9 µM | actives 0.7% (n = 320,000) | AID 2129;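 active = inhibition above the mean of all tested compounds plus 3 SD, cutoff set per campaign, cut at about 30% in these data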;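 note: 0% = DMSO wells and 100% = unlabeled Bim-BH3 peptide competitor; inhibitors lower millipolarization by displacing the labeled peptide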
Target sequence (Q07817 whole entry, looked up): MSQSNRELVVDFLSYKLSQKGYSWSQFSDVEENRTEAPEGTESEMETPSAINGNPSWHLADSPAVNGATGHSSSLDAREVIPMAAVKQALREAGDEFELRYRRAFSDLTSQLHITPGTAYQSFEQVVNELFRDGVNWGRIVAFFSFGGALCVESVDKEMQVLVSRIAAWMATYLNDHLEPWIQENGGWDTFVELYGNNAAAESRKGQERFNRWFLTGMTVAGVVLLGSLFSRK
GLD-1 TGE inh – GLD-1-TGE RNA interaction inhibition (C. elegans); Q17339; purified GLD-1 + fluorescein TGE RNA, fluorescence polarization; inhibition, % at 5.96 µM; actives 0.44% (n = 320,000);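 active = percent inhibition above a per-plate cutoff, the plate mean of test compounds plus 3 SD, cut at about 30% in these data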;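 note: 0% = DMSO wells with GLD-1 and probe and 100% = wells lacking GLD-1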
MCL1 BIM primary – disrupts human MCL1 binding to BIM-BH3 peptide; GST-MCL1 / FITC-Bim-BH3 fluorescence polarization; inhibition, % at 10.9 µM; actives 0.68% (n = 320,000); AID 2057;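 active = inhibition above the mean inhibition of all tested compounds plus 3 SD, set per campaign, cut at about 40% in these data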;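 note: 0% = DMSO wells and 100% = unlabeled Bim-BH3 peptide control; higher means more loss of mP so more displacement of Bim peptide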
Target sequence (Q07820 whole entry, looked up): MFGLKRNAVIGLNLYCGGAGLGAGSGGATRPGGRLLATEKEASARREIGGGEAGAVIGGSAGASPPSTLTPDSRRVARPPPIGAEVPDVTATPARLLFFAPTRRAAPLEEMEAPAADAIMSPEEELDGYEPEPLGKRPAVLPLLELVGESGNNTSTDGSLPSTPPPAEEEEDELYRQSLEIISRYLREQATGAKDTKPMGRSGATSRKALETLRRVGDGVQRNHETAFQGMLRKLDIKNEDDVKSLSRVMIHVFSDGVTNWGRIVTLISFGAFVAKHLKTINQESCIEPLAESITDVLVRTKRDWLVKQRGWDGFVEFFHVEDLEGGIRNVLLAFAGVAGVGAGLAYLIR
VLA-4 inh – inhibition in a human VLA-4 binding assay; P13612; VLA-4 expressing cells, ligand binding flow cytometry; inhibition, % (about 7 µM as worked out from the volumes in the protocol); actives 0.2% (n = 330,000); in the data active = inhibition above about 50%
MEX-5 binding – C. elegans MEX-5 TCR-2 RNA binding activity | AID 1832 | MEX-5/FITC-TCR2 RNA binding, fluorescence polarization; hits give low values | actives 0.38% (n = 300,000) | activity score (negative = inhibition of binding), % at 10 µM;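 active = inhibition past about -25% in most replicates, and total fluorescence under double the plate's negative control median, limit read from the data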;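 note: 0% = DMSO and -100% = 5 µM competing unlabeled TCR2 RNA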
Target sequence (Q9XUB2 whole entry, looked up): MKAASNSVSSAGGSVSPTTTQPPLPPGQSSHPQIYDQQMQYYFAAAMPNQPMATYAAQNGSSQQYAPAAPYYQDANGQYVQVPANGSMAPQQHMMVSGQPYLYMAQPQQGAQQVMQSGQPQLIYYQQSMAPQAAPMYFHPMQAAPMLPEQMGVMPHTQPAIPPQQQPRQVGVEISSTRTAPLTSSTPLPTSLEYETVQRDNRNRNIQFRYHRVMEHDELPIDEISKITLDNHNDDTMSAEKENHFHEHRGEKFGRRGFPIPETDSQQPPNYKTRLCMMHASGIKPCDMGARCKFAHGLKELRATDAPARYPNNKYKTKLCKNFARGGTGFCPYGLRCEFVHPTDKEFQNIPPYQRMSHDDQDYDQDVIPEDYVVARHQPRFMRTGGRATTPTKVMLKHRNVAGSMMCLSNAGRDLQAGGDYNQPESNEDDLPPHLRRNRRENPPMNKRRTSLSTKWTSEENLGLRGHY
* marks the source's active call; other numbers are inactive results; x = not tested or not shown.

SMILES	AGP1 TOR yeast	CIT2-GFP yeast	Yeast superoxide	GRK2 inh	Bcl-xL primary	GLD-1 TGE inh	MCL1 BIM primary	VLA-4 inh	MEX-5 binding
CCOC(=O)c1ccc(NC(=O)N2CCN(CCc3ccccc3)CC2)cc1	105	98	109	1	1	2	4	4	2.1
Cc1ccc(C)c(OCC(=O)Nc2ccc(S(=O)(=O)Nc3ccccn3)cc2)c1	100	99	96	0	8	1	6	1	-13
Cc1cccc(N2CC(C(=O)OCc3ccc([N+](=O)[O-])cc3)CC2=O)c1 (centres undefined)	102	105	115	22	1	6	0	11	1.1
COc1ccccc1OCC(=O)Nc1cc(Cl)ccc1Oc1ccccc1	95	95	107	0	5	-1	-3	8	0.8
COc1ccccc1C(=O)COC(=O)/C=C/c1ccccc1	94	103	100	3	-2	6	1	8	0.9
Cc1cccc(NC(=O)[C@H](NC(=O)[C@@H]2Cc3ccccc3CN2)c2ccccc2)c1	102	103	100	6	0	1	-1	11	0.3
O=C(CNC(=O)c1cccs1)N/N=C/c1ccc(Cl)cc1	101	95	107	0	1	1	3	15	-2.2
c1ccc(Nc2ncnc3c2oc2ccccc23)cc1	94	96	91	2	7	7	5	6	-0.3
COc1ccccc1-n1cnnc1SC(C)C(=O)NCC1CCCO1 (centres undefined)	88	87	106	5	1	1	-1	-2	x
CN(C)C(=O)c1ccc(NC(=O)COC(=O)Cn2cc(C(F)(F)F)ccc2=O)cc1	118	113	88	2	-2	10	-5	6	x
CC(C)c1ccc(C(=O)OC2CCOC2=O)cc1 (centres undefined)	97	106	87	2	7	5	4	-4	0.2
Cc1ccc(N=C2NC(=O)C(CC(=O)O)S2)cc1 (centres undefined)	98	99	99	0	4	2	1	8	1.6
COc1ccc(C(=O)OC(C)C(=O)Nc2cc(C(F)(F)F)ccc2Cl)c(OC)c1OC (centres undefined)	94	97	104	0	1	2	6	12	-0.6
CC(C)CCOC(=O)/C(=C/c1ccco1)NC(=O)/C=C/c1ccccc1	97	98	101	0	5	9	9	-12	4.1
COC(=O)c1c(O)c2c([nH]c1=O)CCCC2	108	104	95	3	0	11	-3	5	1.6
Cc1cc(C)c(NC(=O)CNC(=O)c2ccc3ncsc3c2)c(C)c1	98	97	107	1	x	-8	x	22	x
COc1ccc(-c2nc3c(c(SCC(=O)N4CCCC4)n2)COC(C)(C)C3)cc1	100	102	93	2	-2	7	0	-1	-0.2
CCN=c1scc(C)n1/N=C/c1ccsc1	95	98	89	26	1	-4	3	9	1.4
O=C(CCOc1ccccc1)Nc1ccnn1C1CCN(CCc2ccccc2)CC1	96	94	97	0	-3	1	0	9	0.8
Cc1ccc(S(=O)(=O)N(C)C)cc1NC(=S)Nc1cccc2ccccc12	100	108	135	1	0	0	4	10	0.2

Brought forward from above: 2 entries, followed by the next part.
SMILES	AGP1 TOR yeast	CIT2-GFP yeast	Yeast superoxide	GRK2 inh	Bcl-xL primary	GLD-1 TGE inh	MCL1 BIM primary	VLA-4 inh	MEX-5 binding
O=C(CCOc1ccccc1)Nc1ccnn1C1CCN(CCc2ccccc2)CC1	96	94	97	0	-3	1	0	9	0.8
Cc1ccc(S(=O)(=O)N(C)C)cc1NC(=S)Nc1cccc2ccccc12	100	108	135	1	0	0	4	10	0.2
Cc1ccccc1NC(=O)NC1(C(=O)N2CCC(O)CC2)CCCCC1	98	106	95	0	0	-7	0	-4	-4.4
Cc1nn(C)c(C)c1CN(Cc1nc(-c2cc(F)ccc2F)oc1C)C1CC1	103	101	119	0	2	-1	1	12	2.0
CC(C)(C)[C@H]1CCC(=O)N([C@H](CSc2ccccc2)Cc2ccccc2)CC1	90	92	100	0	-1	0	1	14	1.2
CCC(CC)NC(=O)CC(c1ccccc1)c1ccccc1	100	87	95	1	3	-5	5	5	1.7
Cc1nn(C(C)(C)C)c(NC(=O)c2ccccc2)c1C#N	93	94	91	1	1	0	7	-4	0.9
Cc1c(C(=O)N2CCN(S(=O)(=O)c3cc(F)ccc3F)CC2)oc2ccccc12	100	103	113	0	-20	1	-23	16	x
CCCCOCCCN1CC(=O)N2[C@@H](Cc3c([nH]c4ccccc34)C2(C)C)C1=O	82	81	117	5	7	1	8	-7	-2.4
O=C(NCc1ccccc1)C12CN(Cc3ccccc3)CC1C(c1ccc([N+](=O)[O-])cc1)=NO2 (centres undefined)	83	79	102	2	2	2	5	0	0.2
Cc1cc(C(=O)Nc2ccccc2N2CCOCC2)ccc1[N+](=O)[O-]	97	99	108	2	4	3	2	11	-0.5
CCN(CC)CCN(C(=O)c1cc(Cl)sc1Cl)c1nc2cc3c(cc2s1)OCO3	111	107	92	0	0	6	3	-26	-1.2
COc1ccc(S(=O)(=O)NNC(=O)c2ccccc2-n2cccc2)cc1	107	95	97	7	3	2	3	8	1.7
Cc1sc2c(c1C)C(O)=C(C(=O)Nc1ccccc1)S(=O)(=O)N2C	105	96	85	0	4	4	5	-6	-0.3
Cc1cc(S(=O)(=O)Nc2ccc(C(=O)NCC3(N4CCCCC4)CCCCC3)cc2)ccc1F	94	91	82	0	3	8	5	1	0.1
NC(=O)CSCc1ccc(Br)cc1	101	93	82	0	4	2	10	-4	-0.7
N/C(=N\c1nc2c(c(=O)[nH]1)CCC2)Nc1cccc2ccccc12	111	116	111	3	-1	6	2	-10	1.0
O=C(CSc1nnnn1-c1ccc2c(c1)CCC2)Nc1ccc2c(c1)OCCO2	96	92	120	0	0	-29	4	16	1.2
N#Cc1ccc(-c2cccnc2)nc1SCC(=O)c1ccccc1	103	98	98	4	36*	-87	20	-6	3.9
O=S(=O)(c1ccc(Br)cc1)N1CCN(c2cc(-c3ccccc3)nc3ncnn23)CC1	105	102	105	0	3	-1	4	11	-0.4
CCc1cc(=O)oc2c3c(cc(OCC(=O)NC4CC4)c12)OC(C)(C)CC3	101	99	109	0	-3	5	1	-14	-0.4
CCOc1ccc(-c2c(C(=O)N/N=C/c3ccc(OC(C)C)cc3)nnn2-c2nonc2N)cc1	98	103	104	0	1	-1	5	12	-0.4
CNC(=S)N(CCc1c(C)[nH]c2ccc(C)cc12)Cc1ccco1	98	98	91	1	1	0	7	-28	2.2
O=C(CCc1nnc2ccc(NCc3ccco3)nn12)N1CCCCC1	128	112	104	4	10	7	15	1	-4.0
CCC(=O)N(Cc1c(C)nn(-c2ccccc2)c1Cl)c1ccc(Cl)cc1	97	104	110	1	4	0	4	1	-0.6
COc1ccc(Br)cc1C1CC(=O)C(C)C(c2cc(Br)ccc2OC)N1 (centres undefined)	101	105	107	3	1	3	1	10	-0.9
CCn1c(=O)cc(SCC(=O)N2CCN(C3CCCCC3)CC2)c2ccccc21	88	90	99	2	8	3	3	7	-2.4
Cc1cc(C(=O)OCC(=O)NCCCN2CCCC2=O)c2ccccc2n1	101	94	106	0	-2	5	2	29	0.7
Clc1ccc(Oc2cnc3ccccc3n2)cc1	104	104	97	0	2	0	2	30	-0.8
CCOc1cc(C)c(S(=O)(=O)NCCCn2ccnc2)cc1C	105	115	103	0	4	-3	-4	4	1.9
C=CCOc1cccc(NC(=O)c2ccccc2SC)c1	94	104	90	92*	0	2	2	6	-1.5
Cc1ccc(C(=O)NC(=S)Nc2ccc(N3CCN(C(=O)c4ccco4)CC3)cc2)cc1	94	92	88	0	2	9	4	-4	1.3
Cc1ccc(-c2cc(C(=O)N3CC(C)OC(C)C3)c3ccccc3n2)o1 (centres undefined)	108	102	109	0	7	5	4	4	-2.4
Cc1ccc2nc(N3C(=O)C(O)=C(C(=O)c4ccc(C)o4)C3c3ccc(O)cc3)sc2c1 (centres undefined)	92	86	85	0	2	3	9	-99	x
O=C(COc1ccc(Cl)cc1Cl)Nc1c(-c2cccs2)nc2ccccn12	x	x	119	0	-7	-6	-18	-18	-0.1
COc1cccc(CN(Cc2cccnc2)S(=O)(=O)c2ccc(-n3cnnn3)c(C)c2)c1	99	95	106	29	-3	5	-6	11	3.1
Cc1cccc(C)c1NC(=O)C1CCN(S(C)(=O)=O)CC1	100	102	103	0	7	0	2	5	2.9
Cc1cc(C)cc(NC(=O)N2C3CCCC2CC(NC(=O)C2CC2)C3)c1 (centres undefined)	99	107	96	1	0	12	4	9	-0.4
CCOc1ccc(N(CC(=O)NC2CCCCC2)C(=O)CSc2nnc(COc3ccccc3)o2)cc1	95	88	101	5	2	7	-1	21	-1.5
C=CCOc1ccc(CN(C)CC(=O)Nc2ccccc2[N+](=O)[O-])cc1	103	111	90	2	-4	6	3	-2	x
COc1ccc(CNC(=S)Nc2ccc(-c3ccccc3)cc2)cc1	106	105	103	0	6	3	5	5	-4.0
O=C(CNC(=O)c1ccco1)OCC(=O)c1ccc2ccccc2c1	94	94	109	2	3	3	-4	-5	-1.6
C=CCNC(=S)Nc1ccc(N2CCOCC2)c(S(=O)(=O)Nc2ccccc2Cl)c1	103	107	83	1	0	-1	2	4	2.4
COCC(=O)N1CCc2ccc(NC(=O)c3ccccc3Cl)cc2C1	92	97	97	7	0	-3	-10	-2	-0.2

Among those listed so far, these have bromine.
SMILES	AGP1 TOR yeast	CIT2-GFP yeast	Yeast superoxide	GRK2 inh	Bcl-xL primary	GLD-1 TGE inh	MCL1 BIM primary	VLA-4 inh	MEX-5 binding
NC(=O)CSCc1ccc(Br)cc1	101	93	82	0	4	2	10	-4	-0.7
O=S(=O)(c1ccc(Br)cc1)N1CCN(c2cc(-c3ccccc3)nc3ncnn23)CC1	105	102	105	0	3	-1	4	11	-0.4
COc1ccc(Br)cc1C1CC(=O)C(C)C(c2cc(Br)ccc2OC)N1 (centres undefined)	101	105	107	3	1	3	1	10	-0.9

Rewritten as a markdown table: entries from further up.
| mol | AGP1 TOR yeast | CIT2-GFP yeast | Yeast superoxide | GRK2 inh | Bcl-xL primary | GLD-1 TGE inh | MCL1 BIM primary | VLA-4 inh | MEX-5 binding |
| --- | --- | --- | --- | --- | --- | --- | --- | --- | --- |
| Cc1cccc(C)c1NC(=O)C1CCN(S(C)(=O)=O)CC1 | 100 | 102 | 103 | 0 | 7 | 0 | 2 | 5 | 2.9 |
| Cc1cc(C)cc(NC(=O)N2C3CCCC2CC(NC(=O)C2CC2)C3)c1 (centres undefined) | 99 | 107 | 96 | 1 | 0 | 12 | 4 | 9 | -0.4 |
| CCOc1ccc(N(CC(=O)NC2CCCCC2)C(=O)CSc2nnc(COc3ccccc3)o2)cc1 | 95 | 88 | 101 | 5 | 2 | 7 | -1 | 21 | -1.5 |
| C=CCOc1ccc(CN(C)CC(=O)Nc2ccccc2[N+](=O)[O-])cc1 | 103 | 111 | 90 | 2 | -4 | 6 | 3 | -2 | x |
| COc1ccc(CNC(=S)Nc2ccc(-c3ccccc3)cc2)cc1 | 106 | 105 | 103 | 0 | 6 | 3 | 5 | 5 | -4.0 |
| O=C(CNC(=O)c1ccco1)OCC(=O)c1ccc2ccccc2c1 | 94 | 94 | 109 | 2 | 3 | 3 | -4 | -5 | -1.6 |
| C=CCNC(=S)Nc1ccc(N2CCOCC2)c(S(=O)(=O)Nc2ccccc2Cl)c1 | 103 | 107 | 83 | 1 | 0 | -1 | 2 | 4 | 2.4 |
